APEX1 inh = qHTS Assay for Inhibitors of the Human Apurinic/apyrimidinic Endonuclease 1 (APE1). DNA repair nuclease/redox regulator APEX1 (Homo sapiens), P27695. recombinant APE1, TAMRA/BHQ-2 abasic DNA cleavage fluorescence. Potency, µM (titrated, usually from 65.8 µM), inactives show at the highest dose activity change, negative = inhibition, usual class: inhibitors. actives 0.35% (n = 350,000);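 note: potency is the fitted concentration of half-maximal effect; plate controls were vehicle for no effect and reference inhibitor for full effect; nearly all actives have a fitted effect of over 55% in size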
Target sequence (P27695 whole entry, looked up): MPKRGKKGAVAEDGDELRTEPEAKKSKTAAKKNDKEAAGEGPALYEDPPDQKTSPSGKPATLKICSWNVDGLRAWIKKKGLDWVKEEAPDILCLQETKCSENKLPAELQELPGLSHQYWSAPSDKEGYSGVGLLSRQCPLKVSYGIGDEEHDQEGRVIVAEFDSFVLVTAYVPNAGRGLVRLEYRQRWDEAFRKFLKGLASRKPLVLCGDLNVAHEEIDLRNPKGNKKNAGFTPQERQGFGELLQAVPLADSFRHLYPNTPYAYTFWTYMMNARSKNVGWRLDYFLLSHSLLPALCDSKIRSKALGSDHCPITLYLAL
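Measures dequenching upon AP-site incision of a 5'-TAMRA/3'-BHQ-2 THF-containing duplex, 50 nM; human APE1 0.75 nM after 15 min room-temperature exposure to compound; kinetic three-point read at one-minute spacing.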
RGS4 inh = Inhibitors of Regulator of G Protein Signaling (RGS) 4: qHTS; Regulator of G-protein signaling 4 (Homo sapiens), P49798; Transcreener GDP fluorescence polarization, RGS4-accelerated GTP hydrolysis; Potency, µM (series often up to 114 µM), for inactives: at the top dose activity change, negative = inhibition, most hits filed as inhibitors; actives 0.039% (n = 390,000); note: potency is the fitted concentration of half-maximal effect; % is set by controls: 0 for no effect and ±100 for the full control effect; nearly all actives have a fitted effect of over 75% in size; some results filed as inactive show a strong effect at the top dose
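MLSMR compounds (23 nl, pin-transferred) preincubated 10 min at room temperature with a 500nM (2x) first reagent, then RGS4 at 900nM (2x) plus Transcreener GDP mix added; fluorescence polarization (620/688 nm) read before and after 90 min at 30 °C.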
LDHA inh = qHTS assay for inhibitors of human lactate dehydrogenase; L-lactate dehydrogenase A chain (Homo sapiens), P00338; purified LDHA, NADH/diaphorase-resazurin fluorescence; hits give low values; activity change, % (values are at about 110 or 230 µM); actives 0.15% (n = 480,000); AID 1347041, 2019; in the data active = activity change below about -30%; inconclusive = mostly about -25% to -30%;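 note: plate controls were DMSO wells for no effect and wells without enzyme for full effect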
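Remaining NADH was detected by diaphorase (0.133 mg/mL) converting 37 µM resazurin to fluorescent resorufin, read at 0 and 20 minutes. The preceding 5-minute room-temperature reaction used 2 nM LDHA, 0.2 mM sodium pyruvate and 0.06 mM NADH at pH 7.4.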
ERG Ets-DNA blk = qHTS for Small Molecule Inhibitors of the ERG Ets/DNA interaction; fluorescence polarization, His-ERG Ets domain / labelled DNA; Potency, µM (highest dose often 76.9 µM), inactives show at the top dose FP activity, negative = inhibition, most hits filed as inhibitors; actives 0.028% (n = 370,000); AID 624246, 2012; active = well fitted inhibition curve with a large enough effect in the polarisation, with a control signal flat; inconclusive = small, poorly fitted or top-dose-only effect, or effect the other way, or a change in a side signal; inactive = no such curve, though single readings can be large or run the other way; the % refers to the polarisation;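 note: polarization taken with two DNA probes labelled with fluorescein and Texas red; potency is the fitted concentration of half-maximal effect; % of control where 0% means no effect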
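His-tagged ERG Ets domain (1 uM in the protein solution; 300mM KCl, 50mM Tris-HCl, 1mM EDTA, 1mM DTT, pH 7.5) received compound, then a probe mix of 5 nM fluorescein-DNA and 100nM Texas-615-DNA. Fluorescence polarization was read for both dyes.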
POLH inh = qHTS for Inhibitors of Polymerase Eta. AID 588591, 2011. recombinant Pol eta, fluorescent DNA replication assay. Potency, µM (titrated, usually from 114 µM), without a hit: at the top dose activity change, negative = inhibition, usual class: inhibitors. DNA polymerase eta (Homo sapiens), Q9Y253. actives 1.2% (n = 390,000); note: potency is the fitted concentration of half-maximal effect; % is set by controls: 0 for no effect and ±100 for the full control effect
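Pol eta (10 nM) was preincubated with compounds for 15 min at room temperature, after which fluorescent replication substrate (50 nM final) was added to start the reaction. Fluorescence was read kinetically at 0 and 10 min.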
Pol beta inh = qHTS Assay for Inhibitors of DNA Polymerase Beta | Potency, µM (titrated, usually from 114 µM), for inactives: at the highest dose activity change, negative = inhibition, actives largely listed as inhibitors | P06746 | actives 1.3% (n = 340,000) | AID 485314, 2010 | Pol beta primer extension/strand displacement, fluorescence kinetic; note: potency is the fitted concentration of half-maximal effect; % is set by controls: 0 for no effect and ±100 for the full control effect
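Homogeneous kinetic assay of primer extension and strand displacement by 10 nM Pol beta, preincubated 15 min at room temperature with compound before 50 nM substrate (final) was added. Read at 0 and 10 min; four-parameter Hill fit.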
Apoferritin bind = qHTS Assay for Identification of Novel General Anesthetics. apoferritin/1-aminoanthracene competitive binding, fluorescence. Potency, µM (highest dose often 77.5 µM), without a hit: at the highest dose activity change, negative = displacement, most hits filed as inhibitors. actives 0.074% (n = 350,000). AID 485281, 2010; note: potency is the fitted concentration of half-maximal effect; % is set by controls: 0 for no effect and ±100 for the full control effect; nearly all actives have a fitted effect of over 20% in size
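Apoferritin-based anesthetic binding model; compound displacement of fluorescent 1-AMA measured as endpoint fluorescence after 10 minutes at room temperature, scaled to free-ligand and complex controls.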
12-LOX inh = Primary qHTS assay for inhibitors of human arachidonate 12S-lipoxygenase (ALOX12): Round 2 | Polyunsaturated fatty acid lipoxygenase ALOX12 (Homo sapiens), P18054 | purified 12hLO, xylenol orange hydroperoxide absorbance | Potency, µM (titrated, usually from 108 µM), inactives show at the top dose activity change, negative = inhibition, most hits filed as inhibitors | actives 1.1% (n = 580,000) | AID 1671190, 2021; note: potency is the fitted concentration of half-maximal effect; % is set by controls: 0 for no effect and ±100 for the full control effect
Target sequence (P18054 whole entry, looked up): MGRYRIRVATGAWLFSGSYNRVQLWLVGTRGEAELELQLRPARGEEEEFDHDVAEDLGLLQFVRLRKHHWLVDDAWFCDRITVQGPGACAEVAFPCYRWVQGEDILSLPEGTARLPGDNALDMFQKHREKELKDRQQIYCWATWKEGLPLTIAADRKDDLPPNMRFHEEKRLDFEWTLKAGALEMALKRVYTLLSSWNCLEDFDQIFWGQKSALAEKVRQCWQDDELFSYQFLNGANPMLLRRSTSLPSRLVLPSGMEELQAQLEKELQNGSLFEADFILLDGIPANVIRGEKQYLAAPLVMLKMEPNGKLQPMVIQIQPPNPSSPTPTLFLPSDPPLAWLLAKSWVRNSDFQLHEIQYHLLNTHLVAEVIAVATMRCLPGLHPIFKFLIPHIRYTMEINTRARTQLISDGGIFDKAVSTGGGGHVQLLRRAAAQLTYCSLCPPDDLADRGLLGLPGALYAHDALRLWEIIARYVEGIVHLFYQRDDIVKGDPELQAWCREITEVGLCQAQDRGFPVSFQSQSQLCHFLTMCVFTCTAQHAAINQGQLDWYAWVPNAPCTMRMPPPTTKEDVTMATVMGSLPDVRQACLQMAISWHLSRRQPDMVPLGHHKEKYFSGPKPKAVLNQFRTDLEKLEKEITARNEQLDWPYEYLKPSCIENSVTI
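Purified human 12hLO (150 nM final) in 25 mM Hepes, 0.01% Triton X-100, pH 7.0 was preincubated 15 min at room temperature with compound. Then 40 uM arachidonic acid was added, 30 min. Hydroperoxide was read by Fe-XO absorbance ratio 573/405 nm.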
POLK inh = qHTS for Inhibitors of Polymerase Kappa | DNA polymerase kappa (Homo sapiens), Q9UBT6 | purified Pol kappa, fluorescent DNA synthesis assay, 10 min | Potency, µM (series often up to 107 µM), without a hit: top-dose activity, negative = inhibition, actives largely listed as inhibitors | actives 0.53% (n = 400,000); note: potency is the fitted concentration of half-maximal effect; % is set by controls: 0 for no effect and ±100 for the full control effect
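50 nM final substrate added after 15 min RT preincubation of 10 nM Pol kappa with compound; fluorescence read at 0 and 10 min.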
* hit, by the source's call; ? = inconclusive; nt = not tested or not shown; & = joins results of further samples; [ ] = remark or other dose. Unless noted, calls come from the whole dose curve; as a rule, active = well fitted curve in the direction sought with a large enough effect; inconclusive = small, poorly fitted or top-dose-only effect, or another doubt; inactive = no such curve, though single readings can be large; an effect the other way counts as inactive or inconclusive.

SMILES	APEX1 inh	RGS4 inh	LDHA inh	ERG Ets-DNA blk	POLH inh	Pol beta inh	Apoferritin bind	12-LOX inh	POLK inh
CN=C1SC(CC(=O)Nc2ccccc2F)C(=O)N1C (stereo not given)	-7%	-9%	-3	4%	-8%	-1%	4%	3%	9%
CC(C)CNc1nc(NC(C)(C)C)nc(Oc2ccc(=O)[nH]n2)n1	0%	-16%	3	10%	-15%	-22%	-17%	-3%	4%
COc1cccc(NC(=O)CN2C(=O)CSc3ccc(S(=O)(=O)N4CCCCC4)cc32)c1	60%[activator]	-10%	-3	4%	-16%	2%	-7%	0%	-8%
CC(C)Cc1oc(C(=O)O)cc1CN	2%	9%	4	nt	9%	-3%	?	-19%[57.4 µM]	4%
CCCC1=NN(C(=O)Cc2ccc([N+](=O)[O-])cc2)C(O)(C(F)(F)F)C1 (stereo not given)	-1%	-46%	-3	-1%	-2%	7%	-16%	-15%	-3%
CN1CCN(c2nc3c(S(=O)(=O)c4ccc(Br)cc4)nnn3c3ccsc23)CC1	nt	4%	-2	0%	-6%	-26%	-10%	-12%	7%
COc1ccc(Nc2ccc(Cl)nn2)cc1	31%	2%	-2	2%	-17%	-19%	4%	0%	-9%
CCC(=O)Nc1cccc(SC)c1	-1%	-9%	-6	-9%	-3%	67%	9%	1%	-6%
COc1ccccc1-c1cc(C(=O)N/N=C/C=C/c2ccccc2[N+](=O)[O-])c2ccccc2n1	0%	-11%	3	2%	-9%	1%	-20%	-14%	2%
CSc1ccccc1NC(=O)c1cc(-c2ccco2)on1	42%	-46%	-8	-3%	3%	-19%	-6%	?	-1%
Cc1cc(SCC(=O)N2CCN(C(=O)c3ccco3)CC2)c(C)cc1Br	31%	-12%	-1	-5%	-7%	nt	nt	-12%	5%
COc1ccc(CCNC(=O)c2cc(=O)c3cc(C)ccc3o2)cc1OC	14%	-25%	2	-4%	-8%	1%	-14%	10%	12%
Cc1cccc(-c2nc(C)cc(=O)[nH]2)c1	-1%	-29%	-12	-10%	-22%	0%	-4%	-25%	2%
O=C(CSc1nncn1-c1ccccc1)Nc1cccc(S(=O)(=O)N2CCCCC2)c1	6%	nt	3	nt	nt	8%	8%	-6%&-9%	nt
CC(C)(C)C1COc2ccccc2N1C(=O)c1ccccc1Cl (stereo not given)	1%	-12%	-1	-9%	?	0%	?	13%	-9%
O=C(O)c1cc([N+](=O)[O-])ccc1NCc1ccccn1	29%	-14%	0	-18%	2%	nt	nt	-4%	5%
O=C(CCSc1ccccc1)NNC(=O)c1ccccc1F	19%	9%	-1	-7%	-17%	nt	nt	6%	12%
CN1CC(=O)N(CC(=O)N2CCC(Cc3ccccc3)CC2)C1=O	10%	19%	-10	7%	-2%	2%	-17%	0%	1%
COc1ccc(-c2nn(-c3ccccc3)cc2CO)cc1	?	14%	-3	-3%	-23%	-14%	-15%	0%	1%
COC(=O)C(C)(C(=O)OC)c1ccccc1[N+](=O)[O-]	?	-5%	3	-6%	-9%	-1%	-9%	-1%	-5%
CC(C)(C)OC(=O)C[C@H]1C/C=C\C[C@@H](CC(=O)N[C@H](CO)Cc2ccccc2)C(=O)NCCOC1=O	18%	9%	0	0%	-4%	nt	nt	-3%	4%
Cc1c(Cl)c([N+](=O)[O-])nn1CCCC(=O)Nc1sc2c(c1C(N)=O)CCC(C)C2 (stereo not given)	-1%	16%	-3	-6%	7%	3%	-10%	-18%	-8%
CCOC(=O)Cc1cn(C(=O)OC(C)(C)C)c2ccccc12	38%[activator]	-23%	0	-14%	-17%	nt	nt	-43%	10%
Cc1nn(Cc2ccc(Cl)cc2Cl)c(C)c1NC(=O)NC12CC3CC(CC(C3)C1)C2	15%	-23%[11.4 µM]	-6	6%	-7%	-2%	?	-19%	-4%
CC(C)C(=O)Nc1cc2c3c(c1)CCN3C(=O)CC2	0%	10%	1	1%	-9%	1%	-6%	-8%	-1%
O=C(Cc1cccs1)Nc1cccc(-c2nnc(-c3ccco3)o2)c1	9%	-8%	-13	5%	-6%	40%[activator]	-9%	1%	-18%
Cc1ccc(C(C)NC(=O)c2c(C)noc2C)cc1C (stereo not given)	1%	39%	-6	0%	-9%	5%	-2%	1%	-9%
CC(=O)Oc1ccc(N2C(=O)C3C(C2=O)C(C(=O)c2ccc(Cl)cc2)N2CCCC32)cc1 (stereo not given)	7%	?	6	34%[activator]	4%	1%	-10%	?	-36%
COc1ccc(C(=O)Nn2c(C)ccc2C)cc1OC	-3%	-13%	2	2%	6%	-3%	0%	137%[activator]	-13%
CCn1c(Cc2ccccc2)nnc1SCC(=O)c1cccc([N+](=O)[O-])c1	-6%	-19%	-5	nt	-12%	4%	-24%	-18%	-9%
O=C(CSc1nnc(NC(=O)c2ccccc2)s1)NCc1ccco1	4%	1%	-1	15%	-10%	3.2µM*	1%	11%	-17%
CCOc1ccc(N(CC(=O)NCc2ccccc2)S(=O)(=O)c2c(C)noc2C)cc1	0%	16%	-12	2%	-11%	2%	3%	10%	-17%
COc1ccc(-c2noc(CCC(=O)Nc3cccnc3)n2)cc1OC	-4%	?	-3	-7%	-5%	17%	-10%	?	3%
COCCn1cnc2c1c(=O)n(CC(=O)NCC(F)(F)F)c(=O)n2Cc1ccccc1	8%	5%	-9	-14%	-14%	40%[activator]	-10%	-2%	-1%
CN(C(=O)c1cccc(NC(=O)C2CCN(C(=O)OC(C)(C)C)CC2)c1)C1CCCCC1	2%	-7%	1	-8%	?	nt	nt	-28%	9%
CCCCOc1ccc(CNC(=O)Cc2ccc(NC(=O)N3CCSc4ncccc43)cc2)cc1	nt	5%	-8	5%	-10%	?	130%[activator]	-6%	-18%

Some of the entries so far, in CSV form.
Molecule,APEX1 inh,RGS4 inh,LDHA inh,ERG Ets-DNA blk,POLH inh,Pol beta inh,Apoferritin bind,12-LOX inh,POLK inh
CC(=O)Oc1ccc(N2C(=O)C3C(C2=O)C(C(=O)c2ccc(Cl)cc2)N2CCCC32)cc1 (stereo not given),7%,?,6,34%[activator],4%,1%,-10%,?,-36%
COc1ccc(C(=O)Nn2c(C)ccc2C)cc1OC,-3%,-13%,2,2%,6%,-3%,0%,137%[activator],-13%
CCn1c(Cc2ccccc2)nnc1SCC(=O)c1cccc([N+](=O)[O-])c1,-6%,-19%,-5,nt,-12%,4%,-24%,-18%,-9%
O=C(CSc1nnc(NC(=O)c2ccccc2)s1)NCc1ccco1,4%,1%,-1,15%,-10%,3.2µM*,1%,11%,-17%

Continuation:
SMILES	APEX1 inh	RGS4 inh	LDHA inh	ERG Ets-DNA blk	POLH inh	Pol beta inh	Apoferritin bind	12-LOX inh	POLK inh
CCCc1c(C)c2ccccc2[nH]c1=O	0%	-4%	-7&0	-3%	7%	-18%	-15%	?	0%
Nn1c(C2CCC2)nc2cc(Cl)ccc2c1=O	17%	18%	-17	2%	-4%	9%	-16%	-27%	-1%
CCC(C)NC(=O)CNC(=O)c1nn(-c2ccc(OC)c(Cl)c2)c(=O)c2ccccc12 (stereo not given)	-20%	4%	-12	-4%	4%	15%	-7%	-18%	-3%
Cc1ccc(C)c(CN2C(=O)c3ccccc3S(=O)c3ccc(C(=O)N4CCOCC4)cc32)c1 (stereo not given)	nt	8%	-5	-3%	-11%	20%	-7%	0%	-9%
CC(C)NC(=O)c1sc2nc(-c3cccs3)cc(-c3cccs3)c2c1N	-1%	-36%	3	2%	-1%	6%	-14%	-9%	-22%
COc1ccc2c(c1)CCCC21NC(=O)NC1=O (stereo not given)	-3%	8%	-4	1%	-17%	5%	-9%	9%	-10%
Cc1ccc(-n2c(SCc3ccccc3)nc3c([nH]c4ccccc43)c2=O)cc1	nt	27%	0	-4%	0%	1%	0%	-17%	-3%[60.1 µM]
Cc1ccc(C(=O)N2CCc3cc(CNS(=O)(=O)c4ccc(Cl)s4)ccc32)cc1	nt	0%	1	4%	-23%	-22%	-22%	-8%	-3%[60.1 µM]
O=C1Nc2ccccc2C(O)(C(=O)NCc2ccco2)N1c1ccc(Cl)c(Cl)c1 (stereo not given)	-14%	-24%	2	-3%	?	?	-10%	nt	-18%
CC(C)c1ccc(CNC(=O)C2CCCN2S(=O)(=O)c2ccccc2)cc1 (stereo not given)	36%	-22%	1	6%	-4%	-12%	-11%	85%[activator]	10%
Cc1ccc(C)c(NC(=O)CN(C)S(=O)(=O)c2ccc3c(c2)CCC(=O)N3)c1	nt	-20%	-4	-1%	-14%	49%	0%	-24%	-8%
N#CN=C(c1ccccc1)c1ccccc1	33%	-21%	-5	-4%	3%	-19%	-2%	-7%	-8%
COc1ccc(-n2cc(C(=O)O)c(=O)cc2C)cc1	-2%	6%	9	-4%	-16%	1%	-2%	-23%	2%

Assay outcomes as filed in PubChem BioAssay.

Only part of the results is shown; count on the stated rates, not on these rows.
